BCR signal inh = inhibitors of chronic active B-cell receptor signaling; AID 493014; ABC-DLBCL IkBa-CBG/CBR reporter, luminescence ratio, 4 h; 340,000 compounds, 0.05% hits; Potency, µM (titrated, usually from 46.1 µM), for inactives: at the top dose ratio change, negative = lower green/red ratio, most hits filed as inhibitors; active = well fitted inhibition curve with a large enough effect in the signal ratio, with a control signal flat, not every such curve was filed as active; inconclusive = small, poorly fitted or top-dose-only effect, or effect the other way, or a change in a side signal; the % refers to the signal ratio;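 note: potency is the fitted concentration of half-maximal effect; plate controls were basal doxycycline-induced cells for no effect and cells given 10 µM MG132 for full effect; MG132 reads +100%, hits lower the ratio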
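TMD8 human ABC-DLBCL cells with doxycycline-inducible IκBα–green luciferase fusion and unfused red luciferase, in 0.5% FBS medium; compounds up to 46 uM, 4 h at 37C. Green/red luminescence ratio, filter-overlap corrected, fitted to concentration-response curves.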
A-T KAP1 phos = potential ataxia-telangiectasia treatments restoring KAP-1 phosphorylation. […] A-T fibroblasts, KAP-1 phosphorylation AlphaLISA; neocarzinostatin DNA damage 30 min before lysis. Potency, µM (titrated, usually from 57.5 µM), inactives show at the top dose activation, most hits filed as activators. 320,000 compounds, 0.19% hits. AID 485349; note: potency is the fitted concentration of half-maximal effect; % of control where 0% means no effect; nearly all actives have a fitted effect of over 45% in size
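ATM-like activity read as KAP-1 phosphorylation via AlphaLISA donor/acceptor antibody pairs after lysis and 6 hr at 25C. Cells were ATM-null patient fibroblasts ([…], hTERT), dosed 60 min, then exposed to the DSB inducer NCS for 30 min.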
TSHR antagonist = antagonists of human thyroid stimulating hormone receptor; activity change, negative = inhibition, % at 11.5 µM; P16473; 330,000 compounds, 0.2% hits; TSHR-expressing cells, TSH-stimulated cAMP HTRF, 2 h; hits give low values;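 active = activity change below a set negative limit, meaning inhibition stronger than a set level, cut at about -70% in these data; inconclusive = activity change between two set negative limits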; note: % is set by controls: 0 for no effect and ±100 for the full control effect
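Cell-based HTRF cAMP assay; TSHR cells + compound, TSH EC80 (4nM final), 2 h, 37 deg C. Lysis with anti-cAMP cryptate and cAMP-d2, 30 min RT, read 665/620 nm.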
TCR activator = T cell receptor activation; primary human leukocytes, anti-CD3, IL-2 HTRF, 48 h; Potency, µM (top dose mostly 9.22 µM), inactives show at the highest dose activation of IL-2 secretion, most hits filed as activators; 330,000 tested, under 10 active; AID 504894; note: % of control where 0% means no effect
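Human primary leukocytes + a-CD3 beads + cpd, 48 hr; IL-2 in supernatant by HTRF (ex 320nm / em 665nm). No co-stimulatory signal supplied.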
Mito fusion yeast = blocks mitochondrial division or promotes mitochondrial fusion; S. cerevisiae fusion-defective mutant growth rescue, CellTiterGlo 48 h; Potency, µM (highest dose often 46.1 µM), for the others: top-dose growth rescue (activation), most hits filed as activators; 320,000 compounds, 0.23% hits; AID 485298;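 note: potency is the fitted concentration of half-maximal effect; % of control where 0% means no effect; nearly all actives have a fitted effect of over 45% in size; temperature-sensitive fusion mutants such as fzo1-1 at 37 °C on non-fermentable ethanol glycerol medium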
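S. cerevisiae fusion-defective temperature-sensitive mutants (e.g. fzo1-1, mgm1-5) grown 48 h at 37C in YPEG (ethanol/glycerol non-fermentable) medium with 23 nl compound per well; growth rescue read as CellTiterGlo luminescence.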
ELG1 repair inh = blocks ELG1-dependent DNA repair in HEK293T cells | HEK293T ELG1-luciferase reporter, luminescence, 16 h; DNA damage induced by 5-fluorouridine | Potency, µM (series often up to 46.1 µM), without a hit: top-dose activity change, negative = inhibition, usual class: inhibitors | 330,000 compounds, 2.3% hits; note: potency is the fitted concentration of half-maximal effect; % is set by controls: 0 for no effect and ±100 for the full control effect; nearly all actives have a fitted effect of over 55% in size
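Step one: seed 2,000 cells per well. Step two: pin-transfer compound or DMSO alongside 5-fluorouridine. Step three: incubate 16 hr, 37 °C, 5% CO2. Step four: add ONE-Glo, wait 30 min, read luminescence.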
TSG101-PTAP inh = blocks PTAP/TSG101 interaction to inhibit HIV-1 budding | Q99816 | Fluorescence polarization, FITC-PTAP peptide / Tsg101 binding | Potency, µM (titrated, usually from 115 µM), for inactives: at the top dose activity change, negative = inhibition, actives largely listed as inhibitors | 340,000 tested, under 10 active | AID 493005; active = well fitted inhibition curve with a large enough effect in the main read-out, with a control signal flat, not every such curve was filed as active; inconclusive = small, poorly fitted or top-dose-only effect, or effect the other way, or a change in a side signal; inactive = no such curve, though single readings can be large or run the other way; note: potency is the fitted concentration of half-maximal effect; % of control where 0% means no effect
Target sequence (Q99816 whole entry, looked up): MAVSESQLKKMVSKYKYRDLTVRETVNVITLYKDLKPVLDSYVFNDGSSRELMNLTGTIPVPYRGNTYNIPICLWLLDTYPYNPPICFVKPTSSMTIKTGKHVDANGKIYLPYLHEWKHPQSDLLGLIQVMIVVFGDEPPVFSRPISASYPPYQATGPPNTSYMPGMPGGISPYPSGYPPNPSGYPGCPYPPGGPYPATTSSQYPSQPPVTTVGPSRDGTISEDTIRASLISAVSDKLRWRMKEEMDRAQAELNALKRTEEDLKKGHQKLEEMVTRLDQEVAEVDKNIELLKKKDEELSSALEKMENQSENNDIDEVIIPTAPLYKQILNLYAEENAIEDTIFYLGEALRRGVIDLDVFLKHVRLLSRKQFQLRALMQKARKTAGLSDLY
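Fluorescence anisotropy tracks displacement of a FITC-tagged PTAP peptide (50 nM) from the Tsg101 binding domain (10 uM), following a 20 min room-temperature incubation at pH 7.5.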
S-ASM inh = human S-ASM enzyme inhibition; 340,000 compounds, 0.006% hits; placental ASM, HMU-PC fluorogenic substrate, 60 min; AID 504937; Potency, µM (top dose mostly 57.5 µM), for inactives: at the highest dose activity change, negative = inhibition, most hits filed as inhibitors; note: potency is the fitted concentration of half-maximal effect
Target sequence (P17405 47-631 limits assumed): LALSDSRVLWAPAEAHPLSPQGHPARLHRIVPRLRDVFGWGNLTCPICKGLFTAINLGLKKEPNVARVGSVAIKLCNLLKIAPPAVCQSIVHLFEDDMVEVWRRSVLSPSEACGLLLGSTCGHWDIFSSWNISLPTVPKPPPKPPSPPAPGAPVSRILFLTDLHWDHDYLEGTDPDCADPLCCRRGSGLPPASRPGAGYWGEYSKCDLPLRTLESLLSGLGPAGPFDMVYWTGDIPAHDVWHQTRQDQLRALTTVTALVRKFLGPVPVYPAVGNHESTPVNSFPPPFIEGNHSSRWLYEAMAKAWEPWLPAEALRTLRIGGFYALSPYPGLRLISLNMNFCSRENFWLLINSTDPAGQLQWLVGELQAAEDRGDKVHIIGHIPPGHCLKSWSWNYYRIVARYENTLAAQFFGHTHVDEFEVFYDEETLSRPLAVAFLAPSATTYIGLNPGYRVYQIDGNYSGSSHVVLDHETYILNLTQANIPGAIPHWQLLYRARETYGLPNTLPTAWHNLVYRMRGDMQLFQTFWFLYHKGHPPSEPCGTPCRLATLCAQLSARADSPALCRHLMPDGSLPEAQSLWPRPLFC
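Fluorescence read-out (Ex 386 nm, Em 447 nm) after stopping the reaction at pH 10. Enzyme: ASM from human placenta; substrate HMU-PC0, 9 uM final; 60 min, 37 °C. Compound preincubation 10 min, ambient temperature.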
Tb PFK block = inhibitors of T. brucei phosphofructokinase; O15648; Potency, µM (series often up to 57.5 µM), for inactives: top-dose activity, negative = inhibition, usual class: inhibitors; T. brucei PFK, ADP-Glo luminescence; AID 485367; 330,000 compounds, 0.17% hits;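 note: potency is the fitted concentration of half-maximal effect; 0% = uninhibited 1x PFK enzyme wells and -100% = no-enzyme wells; nearly all actives have a fitted effect of over 60% in size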
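In TEA buffer at pH 8.0 with 5 mM MgCl2, enzyme (1.25 nM) converted F6P (0.5 mM) and ATP (0.1 mM) for 45 min at room temperature. ADP product was read by luciferase luminescence.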
Eya2 inh = blocks the phosphatase activity of human Eya2. Potency, µM (highest dose often 76.9 µM), without a hit: at the highest dose activity, negative = inhibition, usual class: inhibitors. recombinant Eya2, OMFP fluorescence dephosphorylation (OMFP is methylfluorescein phosphate). AID 488837. 330,000 compounds, 0.006% hits; note: potency is the fitted concentration of half-maximal effect; % is set by controls: 0 for no effect and ±100 for the full control effect
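Eya2 (0.2 uM) preincubated 10 min at ambient with compound, then OMFP substrate added at 50 uM; 10 min reaction in 50 mM HEPES pH 7.5, 50 mM NaCl, 5 uM MgCl2, 0.05% BSA, 1 mM DTT. Fluorescence read at Ex 485/Em 525 nm.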
a7 integrin act = activates integrin-mediated alleviation for muscular dystrophy; Potency, µM (titrated, usually from 38.3 µM), inactives show top-dose activation, hits mostly activators; AID 624291; alpha7betagal myoblasts, beta-gal FDG fluorescence, 48 h; 350,000 compounds, 0.064% hits;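 note: potency is the fitted concentration of half-maximal effect; 100% = response of the positive control SU9516; nearly all actives have a fitted effect of over 60% in size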
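Alpha7betagal+/- myoblasts (passage 13) were plated 16-24 hr, then exposed to compounds (1:260 dilution of DMSO stock) for 48 hours at 37C. After MPER lysis, β-galactosidase reporter activity was read as FDG fluorescence (ex 480/em 540) after 30 minutes.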
Starred values were filed as active, the others as inactive; ? = inconclusive; . = not tested or not shown; [ ] = another dose, or the depositor's remark. Unless noted, calls come from the whole dose curve; as a rule, active = well fitted curve in the direction sought with a large enough effect; inconclusive = small, poorly fitted or top-dose-only effect, or another doubt; inactive = no such curve, though single readings can be large; an effect the other way counts as inactive or inconclusive.

Preview, 4 compounds:
SMILES	BCR signal inh	A-T KAP1 phos	TSHR antagonist	TCR activator	Mito fusion yeast	ELG1 repair inh	TSG101-PTAP inh	S-ASM inh	Tb PFK block	Eya2 inh	a7 integrin act
CCCCc1ccc(NC(=O)CC(C)C)cc1	?	4%	-9	-2%	7%	?	1%	-2%	3%	-6%	-27%
COCCn1c(C)cc(C(=O)CSc2nc(C)c(C)c(C)n2)c1C	?	4%	5	-3%	1%	?	1%	7%	-14%	-7%	15%
Cc1cc(Cl)ccc1OCCCC(=O)NCC1CCCO1 (stereo not drawn)	-7%	-2%	4	-2%	-2%	-2%	-9%	0%	0%	3%	-2%
O=C(CCCN1C(=O)/C(=C/c2ccccc2)SC1=S)N1CCOCC1	?	-11%	-1	-10%	3%	?	-1%	-13%	-8%	-9%	-32%

Results, from the first entry:
SMILES	BCR signal inh	A-T KAP1 phos	TSHR antagonist	TCR activator	Mito fusion yeast	ELG1 repair inh	TSG101-PTAP inh	S-ASM inh	Tb PFK block	Eya2 inh	a7 integrin act
CCCCc1ccc(NC(=O)CC(C)C)cc1	?	4%	-9	-2%	7%	?	1%	-2%	3%	-6%	-27%
COCCn1c(C)cc(C(=O)CSc2nc(C)c(C)c(C)n2)c1C	?	4%	5	-3%	1%	?	1%	7%	-14%	-7%	15%
Cc1cc(Cl)ccc1OCCCC(=O)NCC1CCCO1 (stereo not drawn)	-7%	-2%	4	-2%	-2%	-2%	-9%	0%	0%	3%	-2%
O=C(CCCN1C(=O)/C(=C/c2ccccc2)SC1=S)N1CCOCC1	?	-11%	-1	-10%	3%	?	-1%	-13%	-8%	-9%	-32%
COc1ccc(N(C)C(=O)Nc2ccc3c(c2)nnn3C)cc1	-5%	-1%	-6	.	-2%	-1%	-12%	2%	0%	0%	12%
CNC(=S)Nc1ccccc1-c1ccccc1	-7%	-4%	-2	-4%[46.1 µM]	-4%	-4%	-1%	0%	-3%	3%	-3%
Cc1cc(C(=O)N/N=C/c2ccc3c(c2)OCO3)c(C)n1-c1ccc(F)cc1	-1%	-1%	-3	5%	8%	-11%	-2%	-1%	0%	-3%	-20%
O=C(COc1ccc(-c2ccccc2)cc1)NNC(=O)Nc1ccccc1	-3%	0%	27	.	0%	12%	0%	-2%	-1%	5%	?
CCN(CC(=O)NCc1cccs1)C(=O)COc1ccc(C(C)=O)cc1	-14%	8%	3	-37%	-1%	-6%	-1%	-1%	0%	2%	?
O=S1(=O)CCOCCCN1Cc1ccc(Cl)cc1	0%	0%	-17	-6%	1%	-28%	-8%	-1%	-1%	-6%	0%
O=C(NC1CC2CCCC(C1)N2C(=O)Nc1ccccc1Cl)C1CC1 (stereo not drawn)	2%	10%	-11	7%	-4%	10%	-4%	-1%	1%	12%	0%
O=C(CSc1ncn[nH]1)Nc1ccc2c(c1)OCCO2	?	.	5	1%	0%	?	-6%	2%	2%	-1%	-11%
CCOc1ccc(C(=O)Nc2nnc(S(=O)(=O)Nc3ccccc3C)s2)cc1	20%	3%	-15	1%	-4%	14%	9%	3%	1%	9%	8%
Cc1ccccc1NC(=O)c1ccc(F)c(S(=O)(=O)N2CCCCC2)c1	-9%	-2%	-8	-4%	4%	?	0%	-1%	-1%	8%	6%
Brc1ccc(-c2nc(-c3ccccn3)no2)o1	?	-4%	-5	5%	-4%	?	-7%	1%	-8%	-12%	6%
CCOC(=O)C1=CSC2=NS(=O)(=O)CCN12	0%	13%	26	-1%	-2%	?	-6%	-2%	2%	8%	19%
COc1ccc(OC)c(NC(=O)CSc2nncc3ccc(OC)c(OC)c23)c1	-13%	3%	10	10%	5%	21µM*	3%	-6%	-5%	7%	4%
O=C(COc1ccccc1F)Nc1nc(-c2ccccn2)cs1	0%	5%	30	-5%	.	?	6%	2%	-3%	5%	6%
COc1cccc(CNCCc2c[nH]c3ccccc23)c1OCc1ccccc1	?	2%	3	1%[46.1 µM]	-1%	-21%	-1%	-7%	-1%	-11%	-37%
O=S(=O)(c1ccccc1F)N1CCC(Oc2ccc(-n3cnnn3)cc2)CC1	-10%	6%	7	0%	10µM*	-14%	6%	0%	5%	7%	19%
O=S(=O)(NCc1ccccc1)c1ccc2c(c1)OCCO2	3%	12%	22	0%	14%	-7%	-8%	2%	2%	10%	-7%
O=C(CC1C(=O)NCCN1Cc1cccc(C(F)(F)F)c1)NCCCOc1cccnc1 (stereo not drawn)	-13%	7%	9	2%	-1%	11%	-4%	4%	3%	11%	0%
Cc1nc(CC(=O)Nc2nccs2)cs1	7%	-3%	6	-7%	3%	1%	-2%	2%	2%	6%	3%
CCC(=O)Nc1nnc(Cc2ccccc2)s1	?	7%	6	.	4%	54%	.	3%	-4%	7%	-3%

As entered above.
Mito fusion yeast, O=S(=O)(NCc1ccccc1)c1ccc2c(c1)OCCO2 = 14%
BCR signal inh, COc1ccc(N(C)C(=O)Nc2ccc3c(c2)nnn3C)cc1 = -5%

(more compounds)
SMILES	BCR signal inh	A-T KAP1 phos	TSHR antagonist	TCR activator	Mito fusion yeast	ELG1 repair inh	TSG101-PTAP inh	S-ASM inh	Tb PFK block	Eya2 inh	a7 integrin act
Cc1nn2c(NCCOCCO)c3c(nc2c1-c1ccccc1)CCCC3	14%	4%	1	-2%	4%	-1%	-4%	7%	0%	1%	15%
CCOc1cc(/C=C(\C#N)C(=O)Nc2cccc(C(=O)O)c2)ccc1OCc1ccc(Br)cc1	?	1%	-17	-8%	10%	5%	-5%	9%	4%	-3%	-6%
CCOC(=O)/C(C#N)=C/c1ccc(SC)cc1	-29%	8%	30	-3%	9%	0%	-1%	17%	-3%	8%	-6%
COc1ccc(NC(=O)CN(C)C(=O)CNC(=O)c2ccc3ccccc3c2)cc1	?	1%	20	3%	-4%	?	-6%	-2%	-3%	-21%	2%
COc1ccc(NC(=O)c2cnc3sccn3c2=O)cc1	-7%	-9%	6	-13%	3%	?	-4%	11%	8%	-5%	1%
O=[N+]([O-])c1cccc(-c2cn3ccccc3n2)c1	?	0%	-13	6%	7%	-6%	-2%	-2%	0%	0%	16%
O=C(COC(=O)c1cc(=O)[nH]c2ccccc12)NC(=O)c1ccccc1	0%	-5%	.	2%	0%	4%	-1%	3%	-26%	-19%	-3%
COc1ccc(CN(CC2CCCO2)C(=O)CN2C(=O)COc3ccccc32)cc1OC (stereo not drawn)	-5%	0%	33	10%[46.1 µM]	4%	12µM*	-5%	-3%	-1%	0%	-2%
O=C1C2C3C=CC(C3)C2C(=O)N1c1ccc(N2CCN(c3ccccn3)CC2)c([N+](=O)[O-])c1 (stereo not drawn)	-3%	-7%	-5	-2%	13%	-22%	-2%	-11%	1%	-24%	-44%
CCn1c2ccccc2c2cc(NC(=O)c3ccc(Br)o3)ccc21	?	-2%	7	-5%	10%	-6%	-2%	-17%	-6%	15%	39%
CC1CCCN(C(=O)Cn2nnc(-c3ccc(F)cc3)n2)C1 (stereo not drawn)	11%	5%	1	5%	3%	15%	-13%	1%	-4%	3%	?
O=C(Cn1nnc(-c2ccccc2Cl)n1)N1CCCCC1	-6%	6%	-7	-13%	0%	?	-1%	0%	1%	-30%	6%
O=C1CCCN1CCC1CCCCN1Cc1nc(COc2ccccc2)no1 (stereo not drawn)	0%	17%	-12	-5%	3%	-6%	1%	3%	-6%	6%	10%

Bioassay records from PubChem BioAssay.
